Compound activity from PubChem BioAssay.
Tau ThT inhib: inhibitors of human tau fibril formation, thioflavin T binding; P10636; recombinant tau K18 P301L, heparin-induced fibrillization, ThT fluorescence; Potency, µM (doses to about 57.4 µM), without a hit: at the highest dose activity, negative = inhibition, actives largely listed as inhibitors; 270,000 tested, 2.1% active; also: % is scaled to controls: 0 for no effect and ±100 for the full control effect; nearly all actives have a fitted effect of over 55% in size
Target sequence (P10636 561-689 P618L limits assumed): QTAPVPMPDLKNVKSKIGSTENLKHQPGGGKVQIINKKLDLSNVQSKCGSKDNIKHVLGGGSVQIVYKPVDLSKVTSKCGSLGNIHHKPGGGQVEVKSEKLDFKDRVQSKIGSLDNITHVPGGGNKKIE
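Heparin-induced fibrillization of the P301L-mutant K18 repeat-domain fragment of human tau was followed by ThT binding in quantitative high-throughput format.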
RECQ1 inh: blocks DNA unwinding by human RECQ1; RECQ1 DNA unwinding, red fluorescence kinetic read; Potency, µM (titrated, usually from 57.3 µM), without a hit: at the top dose activity, negative = inhibition, usual class: inhibitors; 240,000 tested, 0.54% active;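 also: plate controls were vehicle for no effect and no enzyme for full effect; nearly all actives have a fitted effect of over 30% in size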
Target sequence (P46063 whole entry, looked up): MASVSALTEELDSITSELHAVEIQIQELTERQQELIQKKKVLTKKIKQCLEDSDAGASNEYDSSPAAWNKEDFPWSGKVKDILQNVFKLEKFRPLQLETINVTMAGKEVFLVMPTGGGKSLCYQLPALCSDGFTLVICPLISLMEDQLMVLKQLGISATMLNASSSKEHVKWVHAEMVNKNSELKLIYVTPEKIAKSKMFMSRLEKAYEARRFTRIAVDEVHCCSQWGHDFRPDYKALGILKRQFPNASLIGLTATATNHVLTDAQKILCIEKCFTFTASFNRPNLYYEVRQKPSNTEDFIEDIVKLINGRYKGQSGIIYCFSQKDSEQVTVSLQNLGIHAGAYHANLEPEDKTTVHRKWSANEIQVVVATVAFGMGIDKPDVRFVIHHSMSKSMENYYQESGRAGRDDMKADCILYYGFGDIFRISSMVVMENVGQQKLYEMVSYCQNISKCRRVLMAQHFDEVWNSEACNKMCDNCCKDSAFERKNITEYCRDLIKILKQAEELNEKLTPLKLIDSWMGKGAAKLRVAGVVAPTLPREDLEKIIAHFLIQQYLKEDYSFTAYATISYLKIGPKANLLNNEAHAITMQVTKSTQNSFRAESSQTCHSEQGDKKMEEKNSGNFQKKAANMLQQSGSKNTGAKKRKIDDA
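RECQ1T1 50 nM; forked duplex (20 bp + 30-nt ss tails) 200 nM, ATP 2 mM final; pH 8.0, 2 mM MgCl2, 2.5 ug/ml poly(dI-dC); 15 min compound preincubation; discontinuous kinetic read over 2 h at RT.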
TexasRed fluor: alters Texas Red total fluorescence, flagging assay interference | TRb/SRC2 Texas Red total fluorescence interference | AID 1479 | Potency, µM (titrated, usually from 106 µM), inactives show top-dose fluorescence change, negative = quenching | 280,000 tested, 0.29% active; active = well fitted curve in either direction with a large enough effect; inconclusive = small, poorly fitted or top-dose-only effect; also: % is scaled to controls: 0 for no effect and ±100 for the full control effect
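Flags fluorescent or light-absorbing compounds by total fluorescence, S + 2P, at 555 nm excitation and 632 nm emission. Mixture: 20 nM Texas Red SRC2 peptide, 0.6 uM human TRb LBD, 1 uM T3, 5% DMSO; compound exposure 5 h at ambient temperature.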
Tau fibril FP: blocks human tau fibril formation measured by polarization; K18 P301L tau heparin fibrillization, Alexa594 FP, 6 h; Potency, µM (highest dose often 57.7 µM), for inactives: top-dose activity, negative = inhibition, most hits filed as inhibitors; 280,000 tested, 0.39% active; AID 1468; also: % is scaled to controls: 0 for no effect and ±100 for the full control effect; nearly all actives have a fitted effect of over 55% in size
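Steps: dispense K18 P301L tau (15 uM plus 0.24 uM Alexa 594 tracer, final) in pH 7 sodium acetate; add compound; add heparin (20 uM final); incubate 6 hr, 37 C; add ThT (30 uM final); after 1 hr ambient, read FP.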
L3MBTL1 inh: L3MBTL1 (human) inhibition; Q9Y468; AlphaScreen L3MBTL1–H3K9me1 peptide binding; Potency, µM (titrated, usually from 57.1 µM), inactives show top-dose activity, negative = inhibition, actives largely listed as inhibitors; 230,000 tested, 0.66% active; AID 485360; also: % is scaled to controls: 0 for no effect and ±100 for the full control effect; nearly all actives have a fitted effect of over 60% in size
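Displacement of a biotinylated histone H3(1-15) peptide monomethylated at Lys9 (75 nM) from L3MBTL1 (50 nM) was measured by AlphaScreen after a 30 min room-temperature compound incubation; cefsulodin titration served as intraplate control.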
TRb-SRC2 inh: inhibitors of human thyroid hormone receptor beta-SRC2 interaction; TRbeta-SRC2 peptide binding, fluorescence polarization; receptor liganded with 1 µM T3; Potency, µM (highest dose often 106 µM), inactives show at the highest dose activity change, negative = inhibition, actives largely listed as inhibitors; 280,000 tested, 0.065% active;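 also: plate controls were bound peptide for no effect and peptide without receptor for full effect; nearly all actives have a fitted effect of over 50% in size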
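Human TRb ligand-binding domain (0.6 uM) is mixed with 20 nM Texas Red SRC2 peptide and 1 uM T3; after compound addition and 5 hr at ambient temperature, polarization is measured and normalized to unbound and bound controls.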
HTT ATP protect: Huntington cell model cytoprotection by ATP luminescence; PC12 HTT-Q103 induced, cytoprotection, ATP luminescence, 40 h; Potency, µM (highest dose often 56.4 µM), for the others: cytoprotection (ATP increase), most hits filed as activators; 230,000 tested, 0.14% active;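 also: % of control where 0% means no effect; nearly all actives have a fitted effect of over 45% in size; toxic huntingtin expression switched on by the ecdysone agonist tebufenozide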
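Cells were plated at 1500 per well in phenol red-free DMEM with 5% equine and 5% calf serum. Tebufenozide (100 nM final) and compounds were added, then ATPlite reagent, and luminescence was read.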
Tau fluor cs: counter-screen for tau fibril formation inhibitors. Potency, µM (titrated, usually from 57.7 µM), for the others: at the highest dose activity change, negative = decrease. 280,000 tested, 0.93% active. tau K18 P301L Alexa594 fluorescence, heparin fibrillization; also: % is scaled to controls: 0 for no effect and ±100 for the full control effect; nearly all actives have a fitted effect of over 55% in size
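Human tau K18 P301L (15 uM unlabeled, 0.24 uM Alexa 594-labeled) in 100 mM sodium acetate pH 7 with 20 uM heparin, 6 hr at 37 C. ThT 30 uM added, 1 hr ambient; Alexa 594 FP and total fluorescence read at 555/632 nm.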
An asterisk follows results filed as active; i = inactive; ? = inconclusive; · = not tested or not shown; [ ] = dose if it differs, or a comment. Unless noted, calls follow the shape of the dose curve; as a rule, active = well fitted curve in the direction sought with a large enough effect; inconclusive = small, poorly fitted or top-dose-only effect, or another doubt; inactive = no such curve, though single readings can be large; an effect the other way counts as inactive or inconclusive. Potency is read from the fitted curve at half-maximal effect.

Results follow in this order: HTT ATP protect, TRb-SRC2 inh, L3MBTL1 inh, TexasRed fluor, RECQ1 inh, Tau ThT inhib, Tau fluor cs, Tau fibril FP
Cc1nn(C(C)(C)C)c(OC(=O)c2ccc3c(c2)OCO3)c1Sc1ccccc1
→ -7%, -4%, ·, 0%, -15%, -23%, -19%, -1%
O=C(O)C1CC=CCC1C(=O)Nc1cccc([N+](=O)[O-])c1 (stereo unspecified)
→ -27%, 0%, 8%, 0%, i, 5%, 8%, 8%
CC(C)C[C@H](NC(=O)OC(C)(C)C)C(=O)N/N=C/C1=Cc2ccccc2OC1C (stereo partly specified)
→ -15%, -12%, ·, -3%, -14%, ?, -29%, ?
CC(C)CNC(=O)Nc1cc(C(=O)NCc2ccc(C(C)C)cc2)ccc1N1CCCC1
→ ·, 4%, ·, -3%, ·, -14%, -23%, 9%
CCOc1ccc(NC(=O)c2ccc(CNc3c(NC4CCCCC4)c(=O)c3=O)cc2)cc1
→ -28%, 0%, ·, 0%, -7%, -12%, -19%, -5%
CC(=O)c1cccc(NC(=O)CN2C(=O)CC(c3ccc(C)cc3C)=Nc3ccccc32)c1
→ ·, -3%, ·, -1%, ·, -6%, ?, -7%
O=C(Nc1ccc2c(c1)CCC2)c1ccc(F)c(S(=O)(=O)N2CCOCC2)c1
→ 9%[10 µM], 2%, -6%, 0%, -6%, -12%, ?, 1%
CN(C)S(=O)(=O)c1ccc(C(=O)Nc2nnc(Cc3ccccc3)s2)cc1
→ 14%[0.074 µM], -1%, ·, 0%, 7%, -2%, -5%, 0%
O=C(O)C1CCCCC1C(=O)Nc1cc(Cl)ccc1Cl (stereo unspecified)
→ 6%, -12%, -2%, 1%, -10%, -1%, 1%, -3%
CC(OC(=O)C(NC(=O)c1ccco1)C(C)C)C(=O)Nc1ncc(Cl)cc1Cl (stereo unspecified)
→ -3%, 2%, -5%, -2%, -20%, -4%, -3%, -3%
CCCn1cnc2c(cnn2-c2ccc(F)cc2)c1=O
→ -8%[10 µM], -7%, -20%, 2%, i, 8%, 10%, 14%
Cc1cccc(C)c1-n1ncc(C(=O)Nc2ccc3c(c2)OCCO3)c1C1CCN(C(=O)OC(C)(C)C)CC1
→ ·, 10%, ·, 1%, ·, -11%, -28%, 2%
CC(C)(C)c1ccc(C(=O)/C(C#N)=C/c2cccs2)cc1
→ -17%[10 µM], -7%, -10%, 0%, 0%, ?, ?, 1%
Cc1ccc(S(=O)(=O)N/N=C/c2cccc3nccnc23)cc1
→ 0%[10 µM], -3%, 5%, -10%, i, -14%, -21%, -7%
Cn1c(=O)c2c(ncn2CC(=O)N2CCN(C(=O)c3ccco3)CC2)n(C)c1=O
→ -6%[10 µM], -2%, -10%, -2%, i, -7%, -4%, -3%
Cc1noc(C)c1C(=O)OCC(=O)NC(c1ccccc1)c1ccccc1
→ -22%, 3%, 6%, 0%, -7%, -7%, -7%, 1%
CCN(CC)C(=O)C1CCCN(C(=O)Nc2ccc3nsnc3c2)C1 (stereo unspecified)
→ -5%, -1%, 21%, -10%, -2%, 14µM*, -20%, ?
COc1cccc(NC(=O)c2ccc(NC(=O)C(C)(C)C)cc2)c1
→ ·, -2%, 0%, -2%, 2%, 0%, 6%, 7%
CO/N=C/C(C(C)=O)C(=O)Nc1ccc(Cl)cc1Cl (stereo unspecified)
→ -13%[10 µM], 1%, -20%, -1%, 10%, 4%, 2%, 1%
COc1ccc(-c2ncccc2OC(=O)C23CC4CC(CC(C4)C2)C3)cc1OC
→ 4%[10 µM], 3%, ?, -3%, -5%, -7%, -9%, -3%

Shown as a markdown table: 11 of the compounds above.
| mol | HTT ATP protect | TRb-SRC2 inh | L3MBTL1 inh | TexasRed fluor | RECQ1 inh | Tau ThT inhib | Tau fluor cs | Tau fibril FP |
| --- | --- | --- | --- | --- | --- | --- | --- | --- |
| CC(C)C[C@H](NC(=O)OC(C)(C)C)C(=O)N/N=C/C1=Cc2ccccc2OC1C (stereo partly specified) | -15% | -12% | · | -3% | -14% | ? | -29% | ? |
| CC(C)CNC(=O)Nc1cc(C(=O)NCc2ccc(C(C)C)cc2)ccc1N1CCCC1 | · | 4% | · | -3% | · | -14% | -23% | 9% |
| CCOc1ccc(NC(=O)c2ccc(CNc3c(NC4CCCCC4)c(=O)c3=O)cc2)cc1 | -28% | 0% | · | 0% | -7% | -12% | -19% | -5% |
| CC(=O)c1cccc(NC(=O)CN2C(=O)CC(c3ccc(C)cc3C)=Nc3ccccc32)c1 | · | -3% | · | -1% | · | -6% | ? | -7% |
| O=C(Nc1ccc2c(c1)CCC2)c1ccc(F)c(S(=O)(=O)N2CCOCC2)c1 | 9%[10 µM] | 2% | -6% | 0% | -6% | -12% | ? | 1% |
| CN(C)S(=O)(=O)c1ccc(C(=O)Nc2nnc(Cc3ccccc3)s2)cc1 | 14%[0.074 µM] | -1% | · | 0% | 7% | -2% | -5% | 0% |
| O=C(O)C1CCCCC1C(=O)Nc1cc(Cl)ccc1Cl (stereo unspecified) | 6% | -12% | -2% | 1% | -10% | -1% | 1% | -3% |
| CC(OC(=O)C(NC(=O)c1ccco1)C(C)C)C(=O)Nc1ncc(Cl)cc1Cl (stereo unspecified) | -3% | 2% | -5% | -2% | -20% | -4% | -3% | -3% |
| CCCn1cnc2c(cnn2-c2ccc(F)cc2)c1=O | -8%[10 µM] | -7% | -20% | 2% | i | 8% | 10% | 14% |
| Cc1cccc(C)c1-n1ncc(C(=O)Nc2ccc3c(c2)OCCO3)c1C1CCN(C(=O)OC(C)(C)C)CC1 | · | 10% | · | 1% | · | -11% | -28% | 2% |
| CC(C)(C)c1ccc(C(=O)/C(C#N)=C/c2cccs2)cc1 | -17%[10 µM] | -7% | -10% | 0% | 0% | ? | ? | 1% |

(next part)
Results follow in this order: HTT ATP protect, TRb-SRC2 inh, L3MBTL1 inh, TexasRed fluor, RECQ1 inh, Tau ThT inhib, Tau fluor cs, Tau fibril FP
CC1=CC(=C(C#N)C#N)C=C(C)N1CCC(C)C
→ 14%, -5%, ·, -6%, i, 6%, 4%, -1%
Cc1ccc(CNC(=O)CN2C(=O)COc3ccc(S(=O)(=O)Nc4ccccc4)cc32)cc1
→ ·, -1%, ·, -3%, ·, 8%, ?, -10%
CCOc1cc(S(=O)(=O)NCc2ccncc2)c(C)cc1C
→ 17%[10 µM], -5%, 7%[11.4 µM], -3%, i, -2%, -2%, -3%
CSc1nsc(SC)c1C(=O)O
→ -67%[inhibitor], 7%, ?, 2%, 5%, -4%, -6%, -1%
O=C1NC(=O)/C(=C\c2ccc(Oc3ccc([N+](=O)[O-])cn3)cc2)S1
→ -2%[1.9 µM], -3%, 6%, 3%, 0%, ?, -23%, 1%
COC(=O)c1ccccc1NC(=O)C(C)Oc1ccccc1 (stereo unspecified)
→ 11%[10 µM], -2%, 28%, -1%, -9%, -4%, -8%, -5%
Cc1ccccc1C(=O)N1CCC(N2CCN(Cc3ccc(F)cc3)C(=O)C2=O)CC1
→ ·, 10%, ·, -1%, ·, -2%, -6%, -1%
CCCCC[C@H](CC(=O)NO)C(=O)N[C@H](C(=O)N1CCC[C@H]1CO)C(C)C
→ ·, -8%, ·, ?, ?, -1%, 3%, 5%
C=CCOc1c(Br)cc(CNn2cn[nH]c2=S)cc1OC
→ -1%[10 µM], -2%, -3%, 3%, i, -7%, -4%, 1%
Fc1cccc(Cl)c1Cn1nnc2c(N3CCC4(CC3)OCCO4)ncnc21
→ -7%[10 µM], 1%, ·, -3%, -2%, -16%, -17%, -4%
CCOc1cccc(C(=O)N(Cc2ccc(F)cc2)C2CCS(=O)(=O)C2)c1 (stereo unspecified)
→ 3%[10 µM], 1%, 6%, -2%, i, 0%, 3%, -4%
O=C(NCc1cccnc1)c1ccc(Br)s1
→ -15%[10 µM], 8%, ·, -2%, -13%, ·, 4%, -3%
Cc1onc(-c2ccc(Cl)cc2Cl)c1-c1csc(N/N=C/c2ccccc2Cl)n1
→ -5%[10 µM], 0%, -15%, -2%, -8%, -11%, ?, 11%
O=C1NC(=Nc2ccc(Cl)cc2)/C(=C/c2ccco2)S1
→ -17%[10 µM], -1%[53 µM], 25µM*, -12%[53 µM], -13%, ?, -28%, -4%
O=C(CCCCl)Oc1ccc2cc(-c3ccc4ccccc4n3)c(=O)oc2c1
→ 1%[10 µM], -5%, 9%, -2%, -8%, -23%, -23%, -3%
O=[N+]([O-])c1ccc(N=Cc2sc3ccccc3c2O)cc1
→ ·, 18%, 2%, 7%, -2%, 0.71µM*, -19%, 8%
CCS(=O)(=O)c1ccc(O)c(NC(=O)COc2ccc(Br)cc2)c1
→ -19%[10 µM], 3%, -9%, -4%, -3%, -12%, -11%, 3%
Cc1ccc(-n2cccc2C(=O)NS(=O)(=O)c2ccc(C)cc2)cc1
→ 14%[10 µM], -5%, -2%, 1%, ?, 3%, 7%, 0%
O=C(Nc1cccc(C(F)(F)F)c1)c1cc(CN2CCOCC2)on1
→ ·, -18%, ·, ?, ·, -1%, 4%, 4%
CCN1CCCC1CN(Cc1cc2ccc(C)cc2[nH]c1=O)C(=S)Nc1ccccc1C(=O)OC (stereo unspecified)
→ -25%[10 µM], 5%, -17%, -3%, -2%, -15%, -13%, -2%
Cc1ccc(N2CCCn3c2nc2c3c(=O)n(CC(=O)OCc3ccccc3)c(=O)n2C)cc1C
→ 2%, -1%, 9%, -6%, i, -6%, -6%, -9%
CC(=O)c1c(C)[n+]([O-])c2ccc3c(non3O)c12
→ -8%[10 µM], -8%, 1%, -1%, i, -16%, 3%, 2%
NCC(=O)CCC(=O)O
→ ?, 5%, 4%, -1%, -5%, -11%, -8%, 3%

An excerpt. The share of hits here may be higher or lower than overall.
